Bioassay records from PubChem.
Mtb UGM inh – inhibitors of M. tuberculosis UDP-galactopyranose mutase; purified UGM, fluorescence polarization probe displacement; 0.06% of 320,000 active; inhibition, % at 10 µM; P9WIQ1; AID 504406; in the data active = inhibition above about 10%, passing the limit was not always enough; inconclusive = no clear call, values can overlap the other calls
Target sequence (P9WIQ1 whole entry, looked up): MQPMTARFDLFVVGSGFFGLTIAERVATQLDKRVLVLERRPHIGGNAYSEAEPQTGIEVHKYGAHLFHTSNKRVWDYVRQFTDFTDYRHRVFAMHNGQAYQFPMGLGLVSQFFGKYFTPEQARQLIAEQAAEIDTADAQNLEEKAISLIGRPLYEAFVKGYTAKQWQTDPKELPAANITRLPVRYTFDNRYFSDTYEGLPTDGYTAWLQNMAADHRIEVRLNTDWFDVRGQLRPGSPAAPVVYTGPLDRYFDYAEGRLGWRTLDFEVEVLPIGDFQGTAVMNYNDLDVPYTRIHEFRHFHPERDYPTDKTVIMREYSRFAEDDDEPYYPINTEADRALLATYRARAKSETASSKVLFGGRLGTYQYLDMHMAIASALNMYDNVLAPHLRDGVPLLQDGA
BoNT-F LC inh – inhibitors of Botulinum neurotoxin F light chain protease | 0.22% of 360,000 active | Multiplex microsphere protease cleavage assay, flow cytometry | AID 588497 | inhibition, % at 10 µM; in the data active = inhibition above about 35%, passing the limit was not always enough; inconclusive = no clear call, values can overlap the other calls; also: plate controls were buffer without enzyme for full effect and enzyme alone for no effect
Mtb BioA inh – inhibitors of Mycobacterium tuberculosis BioA enzyme. inhibition, % at 9.99 µM. AID 602481. purified M. tuberculosis BioA enzyme, plate reader. 0.096% of 360,000 active; in the data active = inhibition above about 40%; inconclusive = no clear call, values can overlap the other calls
PfHsp40 rescue – rescue of PfHsp40-mediated yeast toxicity | 0.68% of 340,000 active | S. cerevisiae expressing PfHsp40, growth rescue, ATP luminescence | growth rescue, % at 12.5 µM; in the data active = growth rescue above about 28%, passing the limit was not always enough; inconclusive = no clear call, values can overlap the other calls;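 also: yeast W303a lacking pdr1 and pdr3 grown in galactose medium; growth measured after three days at 30 °C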
GDH-TPI inh – inhibits GDH-TPI coupling enzymes, artifact for Mtb FBA screen. inhibition, % at 4.8 µM. 1.2% of 360,000 active. AID 588335. GDH-TPI coupled enzyme counterscreen, NADH absorbance; in the data active = inhibition above about 30%;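 also: 0% = DMSO wells and 100% = wells lacking the enzyme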
FBA Mtb inh – inhibits M. tuberculosis FBA enzyme | AID 588726 | purified M. tuberculosis FBA, fluorescence read-out | 2.3% of 360,000 active | inhibition, % at 1 µM; in the data active = inhibition above about 27%;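 also: 0% = vehicle and 100% = reference inhibitor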
Target sequence (P9WQA3 whole entry, looked up): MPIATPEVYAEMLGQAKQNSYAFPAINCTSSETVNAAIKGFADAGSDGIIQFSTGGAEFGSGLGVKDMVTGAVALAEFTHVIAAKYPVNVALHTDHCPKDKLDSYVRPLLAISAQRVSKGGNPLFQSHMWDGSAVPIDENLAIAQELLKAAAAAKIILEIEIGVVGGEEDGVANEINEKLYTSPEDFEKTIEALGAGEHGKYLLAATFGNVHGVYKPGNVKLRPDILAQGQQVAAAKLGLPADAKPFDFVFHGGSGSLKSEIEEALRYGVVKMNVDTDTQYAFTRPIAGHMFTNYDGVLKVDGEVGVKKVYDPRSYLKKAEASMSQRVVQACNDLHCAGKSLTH
Anthrax LF prot – blocks Bacillus anthracis lethal factor protease; 0.12% of 360,000 active; inhibition, % at 10 µM; multiplex microsphere protease cleavage assay, LF; P15917; also: plate controls were buffer without enzyme for full effect and enzyme alone for no effect
BoNT-A LC inh2 – inhibitors of Botulinum neurotoxin A light chain protease; multiplex microsphere protease substrate cleavage, flow cytometry; inhibition, % at 10 µM; 0.17% of 360,000 active; also: plate controls were buffer without enzyme for full effect and enzyme alone for no effect
FadD28 FP inh – inhibitors of Mycobacterium tuberculosis FadD28 bisubstrate binding; inhibition, % at 12.5 µM; 0.22% of 360,000 active; FadD28 bisubstrate probe binding, fluorescence polarization; in the data active = inhibition above about 8.5%, passing the limit was not always enough; inconclusive = no clear call, values can overlap the other calls
Active calls of the source: *; ? = inconclusive; · = no result given; + = active, no number. Rule as the data show it, unless noted: active = inhibition above about 30%; inconclusive = no clear call, values can overlap the other calls; inactive = below that.

SMILES	Mtb UGM inh	BoNT-F LC inh	Mtb BioA inh	PfHsp40 rescue	GDH-TPI inh	FBA Mtb inh	Anthrax LF prot	BoNT-A LC inh2	FadD28 FP inh
O=C(NC(c1ccc(Cl)cc1)c1cnccn1)C1CCN(Cc2ccc(Oc3ccccc3)cc2)CC1 (stereo unspecified)	·	-14	-2.0	·	-5	-3	-7	-0.5	-8.4
CC(=O)c1csc(-c2cccc(-c3nc4ccc(Cl)cn4c3NC3CCCCC3)c2)c1	-1.4	-6	-0.4	1.2	4	6	-7	-0.1	-1.8
COc1cccc(NC(=O)CSC2=C(C#N)C(c3ccco3)C3=C(CCCC3=O)N2)c1 (stereo unspecified)	-0.4	0	11	1.6	16	4	-2	0.2	-1.7
N#Cc1nc(COc2ccc(Cl)cc2Cl)oc1N1CCOCC1	-0.6	-4	-3.1	-0.1	17	7	-4	-1.0	-0.5
CCN(CC)S(=O)(=O)c1ccc(C(=O)Nc2nnc(CSC)o2)cc1	1.9	0	·	-0.6	11	-7	-1	0.1	0.3
CCOC(=O)c1c(C)[nH]c(C(=O)OCC(=O)Nc2cc(C)c(Cl)cc2OC)c1C	-1.3	13	-0.9	-0.4	-3	-4	-3	0.2	-4.0
Cc1ccc(N2C(=O)N(CC(=O)Nc3ccc(C)cc3C)C(=O)C2C)cc1 (stereo unspecified)	2.7	-5	·	-1.6	3	6	8	-0.8	0.1
CCOCC(=O)Nc1ccc(-c2cn3cccnc3n2)cc1	0.0	8	1.0	0.4	27	+	2	-0.4	-1.5
CC1CCCCN1C(=O)Cn1c(=O)oc2cc(S(=O)(=O)N3CCCCC3)ccc21 (stereo unspecified)	0.8	-2	0.3	1.0	2	5	0	-0.3	-2.1
CCCCOc1ccc(C(=O)Nc2ccc(N3CCN(C(=O)C(C)C)CC3)cc2)cc1	0.2	-33	-2.5	1.6	7	2	-1	-0.4	0.8
CCc1ccc(NC(=O)Cn2ccn(-c3cccc(Cl)c3)c(=O)c2=O)cc1	0.5	-2	-0.6	-0.2	9	2	0	-0.5	-1.1
CC(=O)Nc1ccc(NC(=O)CSc2ncc(C(=O)Nc3ccccc3)c(=O)n2C)cc1	-0.2	2	-1.3	-0.4	17	0	0	-9.6	-2.9
CC1(C)CC2CC(C)(CN2C(=O)COC(=O)c2cncc(Br)c2)C1 (stereo unspecified)	-1.4	3	-1.2	-0.6	6	-2	12	5.0	-3.3
Cc1cc(C(F)(F)F)n2ncc(-c3ccc(F)cc3)c2n1	-1.2	-4	-1.2	-1.4	-5	0	1	0.2	-2.6
COCC(=O)N1CCCN(c2nc3c(C)cccc3cc2C#N)CC1	1.7	7	0.6	0.3	15	7	6	7.2	-1.8
COC(=O)c1cccc(S(=O)(=O)N2CCOCC2)c1	-0.3	4	2.6	0.7	-2	5	-3	0.7	-3.3
NC(=O)/C(=C/c1cccnc1)NC(=O)c1ccccc1	-0.1	?	-1.7	-2.7	17	-1	2	-0.9	-0.5
COc1cc2[nH]cc(C(=O)NCc3cccs3)c(=O)c2cc1OC	1.9	-6	·	-1.3	8	8	0	-5.8	-3.4
O=C(CSc1ccc(F)cc1)NCC1(N2CCOCC2)CCCCC1	0.2	-9	-0.8	-0.5	5	0	1	0.5	-3.1
CC(C)(C)[C@@H]1COC(=O)[C@H](Cc2ccc(F)cc2)C/C=C\C[C@H](CC(=O)N(CCO)Cc2ccccc2)C(=O)N1	2.2	-1	-1.4	0.6	5	1	-4	-0.8	-5.4

Remaining list, next part
SMILES	Mtb UGM inh	BoNT-F LC inh	Mtb BioA inh	PfHsp40 rescue	GDH-TPI inh	FBA Mtb inh	Anthrax LF prot	BoNT-A LC inh2	FadD28 FP inh
Cc1ccc(C(=O)NCC(=O)NNC(=O)CN(C)S(=O)(=O)c2ccc(Cl)cc2)s1	-0.6	-1	-0.5	-0.8	1	1	1	1.8	-2.2
O=C(Nc1ccccc1)c1ccccc1O	-4.7	4	·	1.8	17	8	?	-1.5	-0.7
CC(=O)Nc1ccc(C2CC(c3ccc(Cl)cc3)=NN2c2ccccc2)cc1 (stereo unspecified)	-1.5	?	-1.5	3.1	0	27	13	3.2	-2.0
COc1ccc2nc(NC(=O)c3cc(S(=O)(=O)N4CCOCC4)ccc3C)sc2c1	0.3	-5	0.4	2.7	14	-2	2	-0.6	-0.6
CC(C)CNS(=O)(=O)c1ccc(OCC(=O)NCc2ccco2)cc1	1.4	0	·	-2.6	-39	3	-1	-0.6	0.4
[N-]=[N+]=NC(c1ccccc1)c1nc2ccccc2[nH]c1=O (stereo unspecified)	-3.1	-14	-2.2	23	8	9	1	-4.0	·
CC(C)CC(=O)Nc1ncnc2c1C(=O)CC(C)(C)C2	-0.4	18	-2.0	-0.9	0	-2	-5	0.3	-0.7
COc1ccc(NC(=O)C2CC3C=CC2C3)c([N+](=O)[O-])c1 (stereo unspecified)	·	-3	·	-0.6	5	1	-1	-0.4	-1.8
COc1ccc(NC(=S)NCc2cccs2)cc1	4.9	0	·	0.1	0	5	-6	0.7	-3.0
CC(C)(C)CC(C)(C)NC(=S)Nc1ccc2nc(-c3ccccn3)c(-c3ccccn3)nc2c1	-2.1	18	-1.0	2.2	6	12	18	42*	-6.9
COC(=O)[C@H](CC(C)C)NC(=O)CCc1nnc(COc2ccccc2)o1	-1.4	-1	·	-0.3	10	2	-7	0.2	-1.8
COc1cc2c(cc1CNC[C@H]1O[C@@H](n3cnc(C(N)=O)n3)[C@H](O)[C@@H]1O)OCO2	·	-3	0.4	-0.3	1	0	-1	-0.5	-2.3
COc1ccc(N2N=NN(C(C)C)C2=C(Cl)c2nnnn2-c2ccc(OC)cc2)cc1	·	-1	·	0.8	5	2	8	1.5	-0.7
COc1ccc(OCc2nc(N)nc(Nc3ccccc3)n2)cc1	0.3	-28	3.6	0.8	-4	-2	-3	-2.0	-2.4
O=C(N/N=C/c1ccc(N2CCOCC2)cc1)c1ccccc1NS(=O)(=O)c1cccs1	3.3	4	·	-1.2	38*	44*	-4	0.7	2.8
CCCn1c(SCC(=O)NC2CCCCC2)nnc1-c1cccnc1	0.5	-4	-3.1	-1.2	-12	0	0	0.5	-3.7
O=C(c1ccc(F)cc1)C1CCN(C(=O)Nc2ccccc2Cl)CC1	-1.1	0	·	0.6	0	-4	8	0.8	-1.4
CC(C)(C)C(=O)O/N=C(\N)c1ccc(Br)cc1	-0.1	?	·	0.7	10	-3	16	-0.5	-1.0
C=CCn1c(C)c(C=C2C(=O)NC(=O)NC2=O)c2ccccc21	3.1	?	-3.4	-1.1	3	-1	-3	33*	-0.9
C=CCC1(CC=C)CCCN1C(=O)c1ccc2oc(CCCC)nc2c1	·	2	0.3	·	6	0	-3	-0.8	0.8

(listing goes on)
SMILES	Mtb UGM inh	BoNT-F LC inh	Mtb BioA inh	PfHsp40 rescue	GDH-TPI inh	FBA Mtb inh	Anthrax LF prot	BoNT-A LC inh2	FadD28 FP inh
O=C(CSc1nnc(NC(=O)c2ccco2)s1)Nc1cccc(F)c1	-2.6	2	-0.6	0.4	7	2	-1	0.2	-3.4
O=C(/C=C/Nc1ccccc1)c1cnc(-c2ccccc2)s1	0.1	-8	-1.5	-2.2	4	-2	3	2.6	-5.0
Cn1c(N)c(C(=O)COC(=O)c2ccc3c(c2)C(=O)N(c2ccc(Cl)cc2)C3=O)c(=O)n(C)c1=O	-3.1	-1	·	4.3	-8	-1	-5	-0.7	-2.2
CC(C)(C)c1ccc(C(O)c2ncc(-c3cccc(F)c3)[nH]2)cc1 (stereo unspecified)	·	-2	1.0	·	0	2	-7	-0.5	-1.0
CCOC(=O)c1cc(CC)sc1NC(=O)CN1CCN(C(=O)c2ccco2)CC1	-0.7	-2	3.0	1.1	12	1	0	0.2	-2.6
C=CCCC[C@@H]1OC(=O)CNC(=O)C([C@@H](C)CC)NC(=O)[C@@H]2CCCN2C(=O)C([C@@H](C)CC)OC(=O)[C@H](Cc2ccccc2)N(C)C(=O)[C@H](C(C)C)NC(=O)C1(C)C (stereo partly specified)	·	0	7.7	·	·	2	1	-0.7	-1.5
CCOC(=O)c1c(C)[nH]c(C(=O)COC(=O)c2ccncc2)c1C	-1.3	2	-1.2	0.2	-2	-1	3	1.0	-4.5
Cc1cccc(NC(=O)NC2CCCc3ccccc32)c1 (stereo unspecified)	-0.1	-3	1.0	0.3	4	-1	4	2.4	-0.7
Cc1oc(-c2ccccc2F)nc1CN1CCC(C(=O)NC2CC2)CC1	2.0	4	0.9	0.1	-11	-4	-2	1.0	-4.8
CC(=O)N1c2ccc(S(=O)(=O)N3CCCC(C(=O)NC4CCCC(C)C4C)C3)cc2CC1C (stereo unspecified)	-2.4	2	-3.0	0.9	-3	-3	0	-0.2	-3.3
CC1CCCC(NC(=O)COC(=O)c2ccc([N+](=O)[O-])o2)C1C (stereo unspecified)	3.6	-12	2.2	2.2	8	-1	-6	-0.9	-0.5
Cc1ccc(F)cc1C(=O)N1CCOCC1c1cc(C(=O)NCc2ccccc2)no1 (stereo unspecified)	·	-2	-0.9	·	12	1	1	-0.5	-2.3
O=C(c1cccc(Br)c1)N1CCN(S(=O)(=O)N2CCCCC2)CC1	-0.6	6	0.4	-1.9	4	0	2	2.1	0.8
Cc1ccccc1CN(C)C(C)C(=O)NCc1ccccc1 (stereo unspecified)	-3.4	?	-0.2	-0.3	-1	1	0	-2.3	·
Cc1cccc(C)c1NC(=O)CN1CCN(CC(=O)c2cc(C)n(C3CC3)c2C)CC1	0.0	-10	-1.2	-1.8	10	-4	-5	-0.3	-3.2
CCNC(=S)Nc1cc2oc3ccccc3c2cc1OC	1.3	6	0.8	-0.5	7	31*	-2	1.9	-1.8
COc1ccccc1COC(=O)C(NC(=O)c1ccc(C)cc1)C(C)C (stereo unspecified)	·	·	0.3	2.7	7	-2	·	·	-4.1
CCCSc1nc2sc3c(c2c(=O)[nH]1)CC(C)CC3 (stereo unspecified)	3.4	-8	·	-1.1	7	-5	-5	0.2	-3.9
COc1ccccc1NC(=O)c1sc2ncn(CC(=O)Nc3ccccc3)c(=O)c2c1C	-4.3	8	2.1	0.5	4	2	-3	4.0	0.2
Cc1ccc(NC(=O)COc2ncnc3ccccc23)cc1S(=O)(=O)N1CCOCC1	-1.4	10	-1.5	-1.0	1	0	-4	-0.3	0.0

The listing continues.
SMILES	Mtb UGM inh	BoNT-F LC inh	Mtb BioA inh	PfHsp40 rescue	GDH-TPI inh	FBA Mtb inh	Anthrax LF prot	BoNT-A LC inh2	FadD28 FP inh
CCCc1cc2c(cc1NC(=O)c1ccco1)OCO2	0.0	-3	·	1.8	5	-1	3	0.1	-2.1
COc1ccc(/C=C2/N=C(SC)NC2=O)cc1OC	0.9	0	·	-1.5	40*	-6	4	0.1	-2.8
Cc1cc(C(=O)N/N=C/c2ccc([N+](=O)[O-])s2)n[nH]1	-0.9	-12	-1.5	2.4	12	0	?	-6.0	-3.6
Cc1cc(S(=O)(=O)c2ccc([N+](=O)[O-])cn2)ccc1Br	-3.0	3	·	2.5	4	0	-4	-0.4	0.3
Cc1cc(C)c(C(=O)COC(=O)C2CC3CCCC(C2)C3=O)c(C)c1 (stereo unspecified)	1.0	-6	·	-0.5	5	5	-2	-1.0	-2.1
O=C(O)c1ccc(N2C(=O)CC(Cc3ccccc3)C2=O)cc1 (stereo unspecified)	-0.6	-1	·	-1.4	6	-3	1	-0.8	-1.0
